High-throughput results: PubChem, National Center for Advancing Translational Sciences (NCATS)
MBNL1-CUG inh – qHTS Assay for Inhibitors of MBNL1-poly(CUG) RNA binding | Potency, µM (top dose mostly 57.5 µM), inactives show at the highest dose activity change, negative = inhibition, hits mostly inhibitors | 280,000 tested, 0.036% active | TR-FRET MBNL1-His/biotin-(CUG)12 binding, 665/545 ratio | Muscleblind-like protein 1 (Homo sapiens), Q9NR56; active = well fitted inhibition curve with a large enough effect in the signal ratio, with a control signal flat, not every such curve was filed as active; inconclusive = small, poorly fitted or top-dose-only effect, or effect the other way, or a change in a side signal; inactive = no such curve, though single readings can be large or run the other way; the % refers to the signal ratio; also: potency is read from the fitted curve at half-maximal effect; % is scaled to controls: 0 for no effect and ±100 for the full control effect
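Compounds (final 92 nM to 58 uM) are added to His-tagged MBNL1 and biotin-(CUG)12, then terbium anti-His antibody and streptavidin-XL665 (5 nM final). After 60 min at room temperature, the 665/545 nm ratio is read.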
ASM inhibitor – Inhibitors of Secretory Acid Sphingomyelinase (S-ASM): qHTS. Sphingomyelin phosphodiesterase (Homo sapiens), P17405. placental ASM, HMU-PC fluorogenic substrate, 60 min. Potency, µM (doses to about 57.5 µM), for the others: at the top dose activity change, negative = inhibition, usual class: inhibitors. 340,000 tested, 0.006% active; also: potency is read from the fitted curve at half-maximal effect
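qHTS format. ASM enzyme prepared from human placenta hydrolyses the fluorogenic substrate HMU-PC0 (9 uM final) over 60 min at 37 °C after a 10 min compound preincubation.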
TSHR antag – Antagonists of the Thyroid Stimulating Hormone Receptor: HTS campaign | 330,000 tested, 0.2% active | TSHR-expressing cells, TSH-stimulated cAMP HTRF, 2 h; hits give low values | activity change, negative = inhibition, % at 11.5 µM;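 active = activity change below a set negative limit, meaning inhibition stronger than a set level, cut at about -70% in these data; inconclusive = activity change between two set negative limits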; also: % is scaled to controls: 0 for no effect and ±100 for the full control effect
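Antagonism was scored as loss of TSH-driven cAMP in TSHR cells, stimulated with 4nM TSH (EC80) for 2 hours at 37 deg C and detected by homogeneous HTRF competition immunoassay.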
Mito fusion act – qHTS Assay for Small Molecule Inhibitors of Mitochondrial Division or Activators of Mitochondrial Fusion; S. cerevisiae fusion-defective mutant growth rescue, CellTiterGlo 48 h; Potency, µM (titrated, usually from 46.1 µM), without a hit: at the top dose growth rescue (activation), most hits filed as activators; 320,000 tested, 0.23% active; AID 485298, 2010;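 also: potency is read from the fitted curve at half-maximal effect; % of control where 0% means no effect; nearly all actives have a fitted effect of over 45% in size; temperature-sensitive fusion mutants such as fzo1-1 at 37 °C on non-fermentable ethanol glycerol medium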
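S. cerevisiae fusion-defective temperature-sensitive mutants (e.g. fzo1-1, mgm1-5) grown 48 h at 37C in YPEG (ethanol/glycerol non-fermentable) medium with 23 nl compound per well; growth rescue read as CellTiterGlo luminescence.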
Menin MLL FP TR – qHTS Assay for Inhibitors Targeting the Menin-MLL Interaction in MLL Related Leukemias: Competition With Texas Red Labeled MLL-derived Mutant Peptide; O00255; Menin + Texas Red MLL mutant peptide, fluorescence polarization; Potency, µM (titrated, usually from 61.6 µM), without a hit: top-dose FP activity change, negative = inhibition, usual class: inhibitors; 270,000 tested, 0.23% active; active = well fitted inhibition curve with a large enough effect in the polarisation, with a control signal flat, not every such curve was filed as active; inconclusive = small, poorly fitted or top-dose-only effect, or effect the other way, or a change in a side signal; inactive = no such curve, though single readings can be large or run the other way; the % refers to the polarisation; also: potency is read from the fitted curve at half-maximal effect; % of control where 0% means no effect; many of its hits are not listed in these tables
TSG101-PTAP inh – qHTS Assay for Iinhibitors of HIV-1 Budding by Blocking the Interaction of PTAP/TSG101 | 340,000 tested, under 10 active | Tumor susceptibility gene 101 protein (Homo sapiens), Q99816 | Fluorescence polarization, FITC-PTAP peptide / Tsg101 binding | Potency, µM (top dose mostly 115 µM), for inactives: at the highest dose activity change, negative = inhibition, most hits filed as inhibitors; active = well fitted inhibition curve with a large enough effect in the main read-out, with a control signal flat, not every such curve was filed as active; inconclusive = small, poorly fitted or top-dose-only effect, or effect the other way, or a change in a side signal; inactive = no such curve, though single readings can be large or run the other way; also: potency is read from the fitted curve at half-maximal effect; % of control where 0% means no effect
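Tsg101 binding domain (10 uM final) was mixed with compound and a FITC-labeled PTAP peptide (50 nM final) in HEPES pH 7.5 buffer with NaCl, Tween 20, EDTA and TCEP; fluorescence polarization was read after 20 min at r.t.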
TCR activator – Activators of T cell receptors: qHTS campaign; Potency, µM (highest dose often 9.22 µM), inactives show top-dose activation of IL-2 secretion, most hits filed as activators; AID 504894, 2011; primary human leukocytes, anti-CD3, IL-2 HTRF, 48 h; 330,000 tested, under 10 active; also: % of control where 0% means no effect
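1) Mix primary human leukocytes, a-CD3 beads and compound. 2) Incubate 48 hr. 3) Add HTRF IL-2 reagents (a-IL-2-K, a-IL-2-d2).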
Integrin act MD – qHTS for Activators of Integrin-Mediated Alleviation for Muscular Dystrophy. 350,000 tested, 0.064% active. alpha7betagal myoblasts, beta-gal FDG fluorescence, 48 h. Potency, µM (top dose mostly 38.3 µM), for the others: at the top dose activation, actives largely listed as activators;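 also: potency is read from the fitted curve at half-maximal effect; 100% = response of the positive control SU9516; nearly all actives have a fitted effect of over 60% in size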
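Alpha7betagal+/- myoblasts (passage 13) were plated 16-24 hr, then exposed to compounds (1:260 dilution of DMSO stock) for 48 hours at 37C. After MPER lysis, β-galactosidase reporter activity was read as FDG fluorescence (ex 480/em 540) after 30 minutes.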
MLL CXXC-DNA inh – qHTS Fluorescence Polarization Assay for Inhibitors of MLL CXXC domain - DNA interaction | Histone-lysine N-methyltransferase 2A (Homo sapiens), Q03164 | MLL-CXXC / FITC-HOXA9 DNA fluorescence polarization | Potency, µM (series often up to 115 µM), without a hit: at the highest dose activity change, negative = inhibition, hits mostly inhibitors | 290,000 tested, 0.037% active; active = well fitted inhibition curve with a large enough effect in the polarisation, with a control signal flat, not every such curve was filed as active; inconclusive = small, poorly fitted or top-dose-only effect, or effect the other way, or a change in a side signal; inactive = no such curve, though single readings can be large or run the other way; the % refers to the polarisation; also: potency is read from the fitted curve at half-maximal effect
Target sequence (Q03164 whole entry, looked up, the tested form may be a part): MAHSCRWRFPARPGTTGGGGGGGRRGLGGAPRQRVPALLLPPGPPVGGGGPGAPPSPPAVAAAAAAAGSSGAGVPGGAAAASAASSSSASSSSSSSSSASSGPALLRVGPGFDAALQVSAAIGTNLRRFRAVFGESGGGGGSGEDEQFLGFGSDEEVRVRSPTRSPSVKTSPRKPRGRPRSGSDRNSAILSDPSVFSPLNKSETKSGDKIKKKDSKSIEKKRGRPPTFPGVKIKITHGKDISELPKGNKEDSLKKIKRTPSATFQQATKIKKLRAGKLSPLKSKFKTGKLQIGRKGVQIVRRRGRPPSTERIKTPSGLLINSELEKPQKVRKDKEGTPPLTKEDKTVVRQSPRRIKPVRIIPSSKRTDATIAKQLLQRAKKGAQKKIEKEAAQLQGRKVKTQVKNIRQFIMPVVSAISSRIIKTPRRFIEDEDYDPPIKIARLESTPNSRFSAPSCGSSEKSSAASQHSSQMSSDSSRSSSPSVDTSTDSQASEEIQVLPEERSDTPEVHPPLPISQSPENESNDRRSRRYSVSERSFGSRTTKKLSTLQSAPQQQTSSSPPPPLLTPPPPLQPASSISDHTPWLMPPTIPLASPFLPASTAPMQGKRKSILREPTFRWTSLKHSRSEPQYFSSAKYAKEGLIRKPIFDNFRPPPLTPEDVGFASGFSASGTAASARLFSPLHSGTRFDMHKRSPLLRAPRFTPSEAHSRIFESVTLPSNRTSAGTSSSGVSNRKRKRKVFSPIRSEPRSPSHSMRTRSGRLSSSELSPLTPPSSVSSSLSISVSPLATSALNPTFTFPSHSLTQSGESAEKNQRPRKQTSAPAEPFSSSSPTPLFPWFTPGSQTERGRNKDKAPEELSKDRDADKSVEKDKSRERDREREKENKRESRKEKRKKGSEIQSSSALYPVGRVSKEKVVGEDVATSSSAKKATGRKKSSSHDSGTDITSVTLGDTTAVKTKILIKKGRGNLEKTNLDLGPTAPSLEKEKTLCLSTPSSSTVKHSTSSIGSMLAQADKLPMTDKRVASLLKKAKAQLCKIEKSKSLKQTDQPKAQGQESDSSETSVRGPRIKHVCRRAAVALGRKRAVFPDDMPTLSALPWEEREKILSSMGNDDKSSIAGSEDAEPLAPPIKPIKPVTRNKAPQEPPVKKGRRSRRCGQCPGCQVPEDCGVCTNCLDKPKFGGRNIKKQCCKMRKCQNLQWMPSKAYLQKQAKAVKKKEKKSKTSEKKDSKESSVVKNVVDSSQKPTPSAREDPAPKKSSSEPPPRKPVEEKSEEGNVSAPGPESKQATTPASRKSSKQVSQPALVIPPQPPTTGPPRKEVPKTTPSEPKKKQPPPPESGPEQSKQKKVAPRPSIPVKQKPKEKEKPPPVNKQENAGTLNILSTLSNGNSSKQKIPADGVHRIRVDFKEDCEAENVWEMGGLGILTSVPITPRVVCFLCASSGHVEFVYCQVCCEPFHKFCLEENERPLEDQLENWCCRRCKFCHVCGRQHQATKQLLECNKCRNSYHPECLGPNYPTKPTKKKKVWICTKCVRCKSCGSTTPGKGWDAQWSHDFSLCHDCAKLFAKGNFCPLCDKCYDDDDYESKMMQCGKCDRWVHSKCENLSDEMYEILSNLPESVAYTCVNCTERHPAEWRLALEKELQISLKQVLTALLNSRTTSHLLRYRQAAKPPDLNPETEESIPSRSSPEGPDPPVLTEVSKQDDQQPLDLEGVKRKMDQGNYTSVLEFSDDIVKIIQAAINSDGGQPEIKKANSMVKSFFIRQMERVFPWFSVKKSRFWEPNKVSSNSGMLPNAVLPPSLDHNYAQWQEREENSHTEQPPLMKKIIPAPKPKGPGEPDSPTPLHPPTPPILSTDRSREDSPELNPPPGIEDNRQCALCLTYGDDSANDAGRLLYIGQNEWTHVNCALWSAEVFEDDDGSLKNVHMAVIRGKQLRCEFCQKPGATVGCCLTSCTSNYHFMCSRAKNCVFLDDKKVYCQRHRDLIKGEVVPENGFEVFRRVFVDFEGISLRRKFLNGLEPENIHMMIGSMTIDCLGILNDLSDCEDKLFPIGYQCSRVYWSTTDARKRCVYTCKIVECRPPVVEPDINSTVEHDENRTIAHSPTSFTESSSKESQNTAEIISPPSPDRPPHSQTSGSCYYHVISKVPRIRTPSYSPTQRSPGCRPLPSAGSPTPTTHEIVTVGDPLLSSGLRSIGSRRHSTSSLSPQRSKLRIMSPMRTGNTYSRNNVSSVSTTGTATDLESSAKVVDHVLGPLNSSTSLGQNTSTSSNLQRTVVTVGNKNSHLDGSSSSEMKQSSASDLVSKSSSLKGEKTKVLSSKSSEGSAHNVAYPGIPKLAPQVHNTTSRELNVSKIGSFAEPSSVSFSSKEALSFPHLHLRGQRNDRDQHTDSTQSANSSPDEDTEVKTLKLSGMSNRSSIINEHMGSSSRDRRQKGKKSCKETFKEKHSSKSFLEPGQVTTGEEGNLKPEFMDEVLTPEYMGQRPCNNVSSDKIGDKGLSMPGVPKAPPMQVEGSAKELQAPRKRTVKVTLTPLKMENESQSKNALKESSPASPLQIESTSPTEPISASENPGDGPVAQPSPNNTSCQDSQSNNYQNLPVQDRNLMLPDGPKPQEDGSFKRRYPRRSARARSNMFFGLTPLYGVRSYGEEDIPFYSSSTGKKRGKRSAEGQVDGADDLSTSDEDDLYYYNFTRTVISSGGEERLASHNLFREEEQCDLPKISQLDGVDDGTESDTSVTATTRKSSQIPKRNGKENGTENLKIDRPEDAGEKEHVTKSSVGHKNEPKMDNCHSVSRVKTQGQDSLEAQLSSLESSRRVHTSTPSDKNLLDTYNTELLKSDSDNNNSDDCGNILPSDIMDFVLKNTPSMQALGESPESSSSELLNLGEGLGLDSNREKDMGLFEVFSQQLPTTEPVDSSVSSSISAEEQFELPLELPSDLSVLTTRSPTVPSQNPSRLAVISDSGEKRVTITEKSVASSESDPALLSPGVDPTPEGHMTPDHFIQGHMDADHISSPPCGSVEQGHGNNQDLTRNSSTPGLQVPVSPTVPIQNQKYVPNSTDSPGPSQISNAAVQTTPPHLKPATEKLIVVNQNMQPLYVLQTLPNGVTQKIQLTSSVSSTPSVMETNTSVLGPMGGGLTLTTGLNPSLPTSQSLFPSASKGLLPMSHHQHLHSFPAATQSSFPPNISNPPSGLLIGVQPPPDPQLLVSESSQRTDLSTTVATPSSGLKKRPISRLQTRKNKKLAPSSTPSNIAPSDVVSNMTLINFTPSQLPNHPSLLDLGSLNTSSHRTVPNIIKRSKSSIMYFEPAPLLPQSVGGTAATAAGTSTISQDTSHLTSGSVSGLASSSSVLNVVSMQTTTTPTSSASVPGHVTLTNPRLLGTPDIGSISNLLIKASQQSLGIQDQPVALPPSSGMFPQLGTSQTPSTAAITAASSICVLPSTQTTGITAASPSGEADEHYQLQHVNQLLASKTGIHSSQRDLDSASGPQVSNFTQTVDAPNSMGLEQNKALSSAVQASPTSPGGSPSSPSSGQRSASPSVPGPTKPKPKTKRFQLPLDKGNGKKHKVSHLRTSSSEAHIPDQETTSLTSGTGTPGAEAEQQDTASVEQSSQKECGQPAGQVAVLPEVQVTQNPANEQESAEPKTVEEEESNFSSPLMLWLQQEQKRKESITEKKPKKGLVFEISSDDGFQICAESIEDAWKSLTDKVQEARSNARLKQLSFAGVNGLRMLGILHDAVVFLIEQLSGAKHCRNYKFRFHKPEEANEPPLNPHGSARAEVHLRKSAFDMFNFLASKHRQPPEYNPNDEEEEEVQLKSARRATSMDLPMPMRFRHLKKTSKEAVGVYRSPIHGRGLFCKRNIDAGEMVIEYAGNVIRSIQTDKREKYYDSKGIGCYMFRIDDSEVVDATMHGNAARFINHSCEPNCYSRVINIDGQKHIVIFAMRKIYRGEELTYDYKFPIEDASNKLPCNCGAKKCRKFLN
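Fluorescence polarization: 7 uM MLL-CXXC (stock) preincubated 5 min with compounds, then 50 nM fluorescein-HOX-A9 DNA (stock) added; 30 min ambient. Buffer 50 mM Tris-HCl pH 7.5, 50 mM NaCl, 1 mM DTT, 0.05% BSA.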
A-T KAP1 phos – qHTS Assay for Identifying a Potential Treatment of Ataxia-Telangiectasia; 320,000 tested, 0.19% active; AID 485349, 2010; […] A-T fibroblasts, KAP-1 phosphorylation AlphaLISA; neocarzinostatin DNA damage 30 min before lysis; Potency, µM (titrated, usually from 57.5 µM), for inactives: top-dose activation, hits mostly activators; also: potency is read from the fitted curve at half-maximal effect; % of control where 0% means no effect; nearly all actives have a fitted effect of over 45% in size
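ATM-like activity read as KAP-1 phosphorylation via AlphaLISA donor/acceptor antibody pairs after lysis and 6 hr at 25C. Cells were ATM-null patient fibroblasts ([…], hTERT), dosed 60 min, then exposed to the DSB inducer NCS for 30 min.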
Active calls of the source: *; [ ] = dose if it differs, or a comment. Unless noted, calls follow the shape of the dose curve; as a rule, active = well fitted curve in the direction sought with a large enough effect; inconclusive = small, poorly fitted or top-dose-only effect, or another doubt; inactive = no such curve, though single readings can be large; an effect the other way counts as inactive or inconclusive. Only part of the results is shown. The share of hits here may be higher or lower than overall.

`COc1ccc(Cl)cc1NC(=O)CN(C)C(=O)Cn1c(=O)oc2ccccc21` gave ASM inhibitor 3%, TSHR antag 10, Mito fusion act 6%, TSG101-PTAP inh -2%, TCR activator 3%, Integrin act MD 2% and A-T KAP1 phos -1%.
`CN(C(=O)c1cccc(NC(=O)Cc2ccc(NC(=O)C3CCN(C(=O)c4ccccc4)CC3)cc2)c1)C1CC1` gave ASM inhibitor 4%, TSG101-PTAP inh -5%, TCR activator -3% and Integrin act MD -8%.
CCN=C1NN=C(c2ccc(C)cc2)CS1 was read as MBNL1-CUG inh 8%, ASM inhibitor -3%, TSHR antag -24, Mito fusion act -5%, Menin MLL FP TR -11%, TSG101-PTAP inh 0%, TCR activator 5%, Integrin act MD -34%, MLL CXXC-DNA inh 10% and A-T KAP1 phos -3%.
For Cn1cc(Br)c(C(=O)n2cc(Br)cn2)n1 the results were MBNL1-CUG inh -7%, ASM inhibitor 3%, TSHR antag -2, Mito fusion act -4%, Menin MLL FP TR 9%, TSG101-PTAP inh -2%, TCR activator -4%, Integrin act MD -10%, MLL CXXC-DNA inh 0% and A-T KAP1 phos 1%.
`O=C1c2ccccc2C(=O)N1Cc1nc2ccccc2c(=O)n1Cc1ccco1` gave MBNL1-CUG inh 3%, ASM inhibitor 0%, TSHR antag -6, Mito fusion act 0%, Menin MLL FP TR -2%[11.7 µM], TSG101-PTAP inh -1%, TCR activator -5%, Integrin act MD 5%, MLL CXXC-DNA inh 5% and A-T KAP1 phos 10%.
`CN1C(C(=O)NCC2CC2)CC2Cn3c(nc4ccccc43)C21` (stereo not drawn) gave ASM inhibitor 11%, TSHR antag -2, Mito fusion act -4%, TSG101-PTAP inh -3%, TCR activator 1%, Integrin act MD 13% and A-T KAP1 phos 6%.
`CCC(Sc1nc2cc3c(cc2c(=O)n1Cc1ccco1)OCO3)C(=O)Nc1cccc(OC)c1` (stereo not drawn) gave MBNL1-CUG inh -2%, ASM inhibitor -1%, TSHR antag -4, Mito fusion act 0%, Menin MLL FP TR -2%, TSG101-PTAP inh 2%, TCR activator -4%, Integrin act MD -29%, MLL CXXC-DNA inh -6% and A-T KAP1 phos 2%.
`COP(=O)(OC)c1nc(-c2cccc3ccccc23)oc1NCCc1ccccc1` gave ASM inhibitor inactive, TSHR antag 8, Mito fusion act 22%, Menin MLL FP TR -1%, TSG101-PTAP inh -3%, TCR activator 1%[46.1 µM], Integrin act MD 1%, MLL CXXC-DNA inh -4% and A-T KAP1 phos 34%.
For CC1CC(NC(=O)c2ncn[nH]2)CC(C)(C)C1 (stereo not drawn) the results were MBNL1-CUG inh -6%, ASM inhibitor 4%, TSHR antag 10, Mito fusion act 15%, Menin MLL FP TR -7%, TSG101-PTAP inh -8%, Integrin act MD 5%, MLL CXXC-DNA inh 2% and A-T KAP1 phos 2%.
CCc1ccc(NC(=O)CSc2nnc(SCC(=O)Nc3ccc(CC)cc3)n2N)cc1 was read as MBNL1-CUG inh -4%, ASM inhibitor 0%, TSHR antag -3, Mito fusion act -2%, TSG101-PTAP inh -3%, TCR activator 2%, Integrin act MD 6%, MLL CXXC-DNA inh 27% and A-T KAP1 phos 1%.
Cc1ccc(OCC(=O)Nc2ccc3oc(=O)ccc3c2)cc1 was read as MBNL1-CUG inh 3%, ASM inhibitor -2%, TSHR antag 2, Mito fusion act 2%, Menin MLL FP TR 15%, TSG101-PTAP inh -1%, TCR activator -2%, Integrin act MD inconclusive, MLL CXXC-DNA inh -2% and A-T KAP1 phos -4%.
For CC(C)=CCC/C(C)=C/CNC(=O)C[C@H]1C[C@H](C(=O)N(C(C)C)C(C)C)[C@@]2(C)c3[nH]c4cc(CCC(=O)N(C)C)ccc4c3CCN2C1=O the results were ASM inhibitor -6%, TSHR antag -3, TSG101-PTAP inh -8%, TCR activator 0%[46.1 µM], Integrin act MD -42% and A-T KAP1 phos 7%.
For COc1cc(/C=C/C(=O)OCC(=O)NCc2cccs2)ccc1OCC#N the results were ASM inhibitor 5%, TSHR antag 12, Mito fusion act 11%, Menin MLL FP TR 6%, TSG101-PTAP inh -2%, TCR activator -3%[46.1 µM], Integrin act MD -24%, MLL CXXC-DNA inh -14% and A-T KAP1 phos inconclusive.
Screening CC(C)(C)SCCNS(=O)(=O)c1ccc(Cl)cc1 returned MBNL1-CUG inh 2%, ASM inhibitor -1%, TSHR antag -8, Mito fusion act -1%, Menin MLL FP TR -2%, TSG101-PTAP inh -2%, TCR activator 3%, Integrin act MD -12%, MLL CXXC-DNA inh 19% and A-T KAP1 phos 4%.
Screening COCCCC1CCN(Cc2nc(Cc3ccccc3Cl)no2)CC1 returned MBNL1-CUG inh -5%, ASM inhibitor 0%, TSHR antag 11, Mito fusion act -2%, Menin MLL FP TR inconclusive, TSG101-PTAP inh -2%, Integrin act MD -13%, MLL CXXC-DNA inh 37%[activator] and A-T KAP1 phos 2%.
Screening Cc1noc(C)c1COc1ccc(C(=O)Nc2cccnc2)cc1 returned ASM inhibitor 4%, TSHR antag -12, Mito fusion act 1%, Menin MLL FP TR -10%, TSG101-PTAP inh 0%, TCR activator 1%, Integrin act MD inconclusive, MLL CXXC-DNA inh 15% and A-T KAP1 phos 5%.
For Cc1ccc(C(=O)c2oc3ccccc3c2NC(=O)c2cc(-c3ccccc3O)n[nH]2)cc1 the results were MBNL1-CUG inh -6%, ASM inhibitor 46%[activator], TSHR antag 14, Mito fusion act 0%, Menin MLL FP TR inconclusive, TSG101-PTAP inh 1%, TCR activator 11%[46.1 µM], Integrin act MD -41%, MLL CXXC-DNA inh 15% and A-T KAP1 phos -2%.
`Cc1ccc(N(CCC#N)C(=O)COC(=O)c2nc3nc(C)cc(C)n3n2)cc1` gave ASM inhibitor 3%, TSHR antag 1, Mito fusion act 3%, TSG101-PTAP inh 1%, TCR activator 2%, Integrin act MD 6% and A-T KAP1 phos -4%.
For COc1ccc(CCNC(=O)C2CCCN(c3nc(C)cc(C)n3)C2)cc1 (stereo not drawn) the results were ASM inhibitor -3%, TSHR antag 11, Mito fusion act 16%, Menin MLL FP TR -12%, TSG101-PTAP inh -2%, TCR activator -1%, Integrin act MD -6%, MLL CXXC-DNA inh 14% and A-T KAP1 phos 0%.
Screening COc1ccc(CCNS(=O)(=O)c2c(C)[nH]c(C)c2C(=O)N2CCCCC2)cc1OC returned MBNL1-CUG inh -3%, ASM inhibitor -2%, TSHR antag 16, Mito fusion act -5%, Menin MLL FP TR -6%, TSG101-PTAP inh 3%, TCR activator -9%, Integrin act MD -23%, MLL CXXC-DNA inh 50%[activator] and A-T KAP1 phos 0%.
For O=C(/C=C/c1ccccc1O)c1ccccc1 the results were ASM inhibitor 0%, TSG101-PTAP inh -4%, TCR activator -8% and Integrin act MD 0%.
CCC(=O)N1CCN(c2ccccc2NC(=O)Cc2ccc(Cl)cc2)CC1 was read as MBNL1-CUG inh -11%, ASM inhibitor 2%, TSHR antag 8, Mito fusion act 3%, Menin MLL FP TR -7%, TSG101-PTAP inh 0%, TCR activator 0%, Integrin act MD 2%, MLL CXXC-DNA inh -5% and A-T KAP1 phos 2%.
`Cc1cc2oc(=O)cc(CN3CCN(Cc4ccccc4)CC3)c2cc1O` gave MBNL1-CUG inh 16%, ASM inhibitor 3%, TSHR antag -5, Mito fusion act 7%, Menin MLL FP TR 12%, TSG101-PTAP inh -4%, TCR activator 4%, Integrin act MD -16%, MLL CXXC-DNA inh inconclusive and A-T KAP1 phos 0%.
For Cc1cccc(NC(=S)N(CCN(C)C)Cc2cc3cccc(C)c3[nH]c2=O)c1 the results were MBNL1-CUG inh -8%, ASM inhibitor 0%, TSHR antag 6, Mito fusion act -6%, Menin MLL FP TR -5%, TSG101-PTAP inh -2%, TCR activator 0%[46.1 µM], Integrin act MD -38%, MLL CXXC-DNA inh 3% and A-T KAP1 phos 1%.
